# High-throughput results: PubChem BioAssay, National Center for Advancing Translational Sciences (NCATS)
# GAA glycogen – alters human alpha-glucosidase cleavage of glycogen; recombinant GAA, glycogen substrate, Amplex Red glucose oxidase fluorescence; actives 0.38% (n = 300,000); P10253; Potency, µM (titrated, usually from 76.4 µM), without a hit: at the top dose activity change, negative = inhibition, actives largely listed as inhibitors; AID 2100;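 note: 0% = full enzyme reaction and -100% = no-enzyme basal signal; the screen sought inhibitors and activators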
#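 qHTS, 1536-well; enzyme 4 nM final; cpd up to 77 uM; substrate bovine liver glycogen 30 ug; 50 mM citrate/phosphate pH 5.0, 0.01% Tween-20; 37 C, 40 min; Amplex Red detection 45 min RT; Hill fit → AC50.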
# GAA inhib – blocks human lysosomal alpha-glucosidase | Potency, µM (titrated, usually from 76.9 µM), without a hit: at the top dose activity change, negative = inhibition, hits mostly inhibitors | AID 1466 | purified human GAA, 4-MU-alpha-glucoside fluorescence | actives 0.005% (n = 200,000);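 note: plate controls were uninhibited enzyme wells for no effect and no-enzyme background for full effect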
#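 AC50 values come from Hill fits of compound titrations (up to 77 uM) against 4 nM human enzyme. Substrate 4-methylumbelliferyl-alpha-D-pyranoside at 400 uM, pH 5.0 citrate buffer, 20 min room temperature; fluorescence Ex 365/Em 440 after alkaline stop.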
# Tau FP inhib – tau fibrillization inhibition (FP). K18 P301L tau heparin fibrillization, Alexa594 FP, 6 h. Potency, µM (titrated, usually from 57.7 µM), for the others: top-dose activity, negative = inhibition, actives largely listed as inhibitors. actives 0.39% (n = 280,000). AID 1468; note: % is set by controls: 0 for no effect and ±100 for the full control effect; nearly all actives have a fitted effect of over 55% in size
# Target sequence (P10636 561-689 P618L limits assumed): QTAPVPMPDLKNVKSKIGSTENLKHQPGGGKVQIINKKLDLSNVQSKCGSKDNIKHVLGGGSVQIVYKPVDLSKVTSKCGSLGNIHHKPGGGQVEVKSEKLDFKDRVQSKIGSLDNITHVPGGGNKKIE
#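 Recombinant K18 P301L […], labeled with Alexa 594 at 0.24 uM over 15 uM unlabeled; heparin inducer 20 uM final; 37 C, 6 hr; FP endpoint.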
# Tau fluor counter – counter-screen for tau fibril formation inhibitors; actives 0.93% (n = 280,000); tau K18 P301L Alexa594 fluorescence, heparin fibrillization; Potency, µM (series often up to 57.7 µM), for the others: at the highest dose activity change, negative = decrease; note: % is set by controls: 0 for no effect and ±100 for the full control effect; nearly all actives have a fitted effect of over 55% in size
#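 Human K18 P301L tau (15 uM unlabeled plus 0.24 uM Alexa 594-labeled, final) in 100 mM sodium acetate pH 7 was mixed with compound and 20 uM heparin and incubated 6 hr at 37 C.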
# HTT ATP protect – Huntington cell model cytoprotection by ATP luminescence; PC12 HTT-Q103 induced, cytoprotection, ATP luminescence, 40 h; Potency, µM (series often up to 56.4 µM), for inactives: cytoprotection (ATP increase), usual class: activators; actives 0.14% (n = 230,000); AID 1471;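 note: % of control where 0% means no effect; nearly all actives have a fitted effect of over 45% in size; toxic huntingtin expression switched on by the ecdysone agonist tebufenozide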
#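 Readout: ATPlite luminescence (ATP level). Model: stable PC12, inducible Htt exon1 Q103-GFP. Inducer: tebufenozide, 100 nM final. Compounds: dose series. No G418 in medium.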
# GAA spleen mod – lysosomal alpha-glucosidase (human) modulation | P10253 | human spleen homogenate, 4-MU-alpha-glucoside fluorescence | Potency, µM (series often up to 79.9 µM), for inactives: at the highest dose activity change, negative = inhibition, actives largely listed as inhibitors | actives 0.006% (n = 240,000) | AID 2112;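 note: 0% = enzyme with vehicle and -100% = no enzyme basal signal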
#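 Human spleen homogenate (1 ug) incubated with compounds and 1 mM 4-methylumbelliferyl-alpha-D-glucopyranoside in pH 5.0 citrate/phosphate buffer, 37 C, 40 min. Stopped at pH 10; 4-MU fluorescence (Ex 365/Em 440 nm); AC50 by Hill fit.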
# GLA spleen mod – inhibitors or activators of human alpha-galactosidase in spleen homogenate; Potency, µM (titrated, usually from 80 µM), inactives show top-dose activity change, negative = inhibition, most hits filed as inhibitors; P06280; actives 0.008% (n = 240,000); human spleen homogenate, 4MU-alpha-Gal fluorescence, 40 min;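 note: 0% = enzyme with vehicle and -100% = no enzyme basal signal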
# Target sequence (P06280 32-429 limits assumed): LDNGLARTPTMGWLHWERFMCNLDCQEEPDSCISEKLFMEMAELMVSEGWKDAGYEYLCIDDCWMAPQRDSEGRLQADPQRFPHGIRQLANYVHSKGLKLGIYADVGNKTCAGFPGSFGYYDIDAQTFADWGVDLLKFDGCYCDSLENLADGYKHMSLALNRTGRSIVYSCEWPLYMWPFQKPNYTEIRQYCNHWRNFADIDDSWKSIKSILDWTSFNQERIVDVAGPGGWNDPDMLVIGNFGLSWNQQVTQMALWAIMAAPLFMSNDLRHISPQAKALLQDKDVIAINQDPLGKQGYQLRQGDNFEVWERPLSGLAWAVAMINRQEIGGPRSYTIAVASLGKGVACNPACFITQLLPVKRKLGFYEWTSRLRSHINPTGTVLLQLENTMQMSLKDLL
#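 qHTS titration in buffer at pH 5.0. Alpha-galactosidase activity in spleen homogenate was measured via 4-methylumbelliferone release from 1 mM fluorogenic substrate after 40 min at 37C and a pH 10 stop. AC50 came from Hill fits of control-normalized data.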
# Tau fibril ThT – inhibitors of human tau fibril formation, thioflavin T binding | P10636 | recombinant tau K18 P301L, heparin-induced fibrillization, ThT fluorescence | Potency, µM (highest dose often 57.4 µM), without a hit: at the highest dose activity, negative = inhibition, usual class: inhibitors | actives 2.1% (n = 270,000); note: % is set by controls: 0 for no effect and ±100 for the full control effect; nearly all actives have a fitted effect of over 55% in size
#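 Using a mix of unlabeled (15 uM) and Alexa 594-labeled (0.24 uM) tau K18 P301L, heparin-triggered fibrillization over 6 hr at 37 C was scored by ThT fluorescence.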
# An asterisk follows results filed as active; ? = inconclusive; · = not tested or not shown; [ ] = dose if it differs, or a comment. Calls come from the whole dose curve; as a rule, active = well fitted curve in the direction sought with a large enough effect; inconclusive = small, poorly fitted or top-dose-only effect, or another doubt; inactive = no such curve, though single readings can be large; an effect the other way counts as inactive or inconclusive. Potency is the fitted concentration of half-maximal effect.
# Field names – A = GAA glycogen; B = GAA inhib; C = Tau FP inhib; D = Tau fluor counter; E = HTT ATP protect; F = GAA spleen mod; G = GLA spleen mod; H = Tau fibril ThT
> NC(=S)Nc1cnc2ccccc2c1
  A: -6%; B: 10%; C: -3%; D: 5%; E: 21%[10 µM]; F: 11%; G: 10%; H: -3%

> CCN(CC)CCNC(=O)c1nn(C)c2c1CS(=O)(=O)c1ccccc1-2
  A: 2%[76.3 µM]; B: ·; C: -5%; D: -8%; E: ·; F: ·; G: ·; H: -7%

> CC1CCN(S(=O)(=O)N2CCC(C(=O)NCCN3CCOCC3)CC2)CC1
  A: -4%; B: -1%; C: 4%; D: -5%; E: 21%; F: 0%; G: -8%; H: -1%

> O=C(NC1CCCCC1)C1CC(=O)N(CCc2ccccc2)C1 (stereo not drawn)
  A: 7%; B: -3%; C: 0%; D: -8%; E: 8%[10 µM]; F: -4%; G: -2%; H: -1%

> Cc1[nH]n(CCC#N)c(=O)c1CC(=O)N1CCN(c2ccccc2)CC1
  A: -17%; B: 0%; C: 9%; D: 1%; E: -7%; F: -5%; G: 3%; H: -6%

> CCCCN(C)/C=N/c1c(C#N)cnn1-c1ccc(C)cc1
  A: 2%; B: -12%; C: -4%; D: -24%; E: -20%; F: -2%; G: -2%; H: -8%

> CC1CCc2nc3ccc(S(=O)(=O)N4CCC(C(=O)NC5CCCC5)CC4)cc3c(C(=O)O)c2C1 (stereo not drawn)
  A: -11%; B: ?; C: -4%; D: -7%; E: -16%; F: 2%; G: 7%; H: -18%

> CCOC(=O)c1cccc(NC(=O)CCc2nc(-c3ccccc3F)no2)c1
  A: 5%; B: 1%; C: -5%; D: -28%; E: 7%; F: 2%; G: 3%; H: -11%

> COc1ccc(-c2cc(C(=O)NCCc3ccccc3)no2)cc1OC
  A: 0%; B: -15%; C: -7%; D: -5%; E: -1%[10 µM]; F: -13%; G: -1%; H: ?

> CC1CC(=O)Nc2ccccc2N1S(=O)(=O)c1cccc(F)c1 (stereo not drawn)
  A: 3%; B: ·; C: 9%; D: -8%; E: 6%[10 µM]; F: -5%; G: 3%; H: -4%

> Cc1cccc(NC(=O)Cn2c(O)c(N=NC(N)=S)c3ccccc32)c1
  A: 0%; B: ·; C: -6%; D: ?; E: 0%[10 µM]; F: -3%; G: 4%; H: ?

> CCOC(=O)C1CCN(C(=O)Nc2c(-c3ccccc3)noc2C)CC1
  A: 3%; B: ·; C: 8%; D: 4%; E: -10%[10 µM]; F: -14%; G: 4%; H: -1%

> COc1cc(CNC2CCC(C)C2)cc(OC)c1 (stereo not drawn)
  A: 0%; B: 1%; C: -1%; D: 4%; E: 19%[0.074 µM]; F: -12%; G: -4%; H: 5%

> O=C(COc1ccc(F)cc1)NCCc1nc2ccccc2[nH]1
  A: -10%[76.3 µM]; B: ·; C: -2%; D: -11%; E: ·; F: ·; G: ·; H: -7%

> Cc1nc(=S)c2ccccc2[nH]1
  A: -5%; B: -9%; C: -7%; D: -6%; E: 1%; F: -5%; G: 1%; H: -6%

> CCS(=O)(=O)N1CCC(NC(=O)c2cc(OC)cc(OC)c2)CC1
  A: -2%; B: 6%; C: -4%; D: -3%; E: -21%; F: -6%; G: -6%; H: 1%

> NS(=O)(=O)c1ccc(NC(=O)COC(=O)CCc2ccc(S(=O)(=O)N3CCOCC3)cc2)cc1
  A: -14%; B: -13%; C: -13%; D: -19%; E: -8%[10 µM]; F: -5%; G: -4%; H: -6%

> COc1ccc(C2=NN(C(=O)c3cccs3)C(c3ccccc3O)C2)cc1 (stereo not drawn)
  A: 0%; B: 14%; C: -10%; D: -26%; E: ?; F: -11%; G: -14%; H: 5%

> CCCCOc1cccc(NC(=O)CSc2nncn2C)c1
  A: 10%; B: -3%; C: -6%; D: -3%; E: -60%[inhibitor][10 µM]; F: 0%; G: -15%; H: -4%

> Cc1nn2c3ccccc3n(CCN3CCCCC3)c2nc1=O
  A: 2%; B: 6%; C: 1%; D: 0%; E: -8%[10 µM]; F: 0%; G: 0%; H: -3%

> COC(=O)c1cc(OC)c(OCc2cc(C(=O)OC)oc2C)c(OC)c1
  A: 1%; B: 0%; C: 1%; D: 0%; E: -2%; F: 2%; G: -1%; H: -9%

> CC1CN(CN2C(=O)c3ccccc3C2=O)CC(C)O1 (stereo not drawn)
  A: 1%; B: 0%; C: 2%; D: -2%; E: -2%[10 µM]; F: -8%; G: -3%; H: -3%

> O=C1N=c2ccccc2=C1c1sc(NS(=O)(=O)Cc2ccccc2)nc1O
  A: 1%; B: ·; C: 6%; D: -20%; E: 1%[10 µM]; F: -7%; G: 2%; H: 7.9µM*

> Cn1c(=O)c2c(nc(NCCCN3CCOCC3)n2Cc2ccc(Cl)cc2)n(C)c1=O
  A: -2%; B: -12%; C: -1%; D: -7%; E: -12%; F: 2%; G: 1%; H: -13%

> O=C(/C=C/c1ccc(Cl)cc1Cl)Nc1cccc(S(=O)(=O)NC2=NCCC2)c1
  A: -3%; B: -4%; C: ?; D: ?; E: -48%[inhibitor]; F: 0%; G: 8%; H: 12%

# Seven of the compounds above, bar-delimited:
Structure | GAA glycogen | GAA inhib | Tau FP inhib | Tau fluor counter | HTT ATP protect | GAA spleen mod | GLA spleen mod | Tau fibril ThT
O=C(NC1CCCCC1)C1CC(=O)N(CCc2ccccc2)C1 (stereo not drawn) | 7% | -3% | 0% | -8% | 8%[10 µM] | -4% | -2% | -1%
Cc1[nH]n(CCC#N)c(=O)c1CC(=O)N1CCN(c2ccccc2)CC1 | -17% | 0% | 9% | 1% | -7% | -5% | 3% | -6%
CCCCOc1cccc(NC(=O)CSc2nncn2C)c1 | 10% | -3% | -6% | -3% | -60%[inhibitor][10 µM] | 0% | -15% | -4%
CCN(CC)CCNC(=O)c1nn(C)c2c1CS(=O)(=O)c1ccccc1-2 | 2%[76.3 µM] | · | -5% | -8% | · | · | · | -7%
CCCCN(C)/C=N/c1c(C#N)cnn1-c1ccc(C)cc1 | 2% | -12% | -4% | -24% | -20% | -2% | -2% | -8%
Cc1nc(=S)c2ccccc2[nH]1 | -5% | -9% | -7% | -6% | 1% | -5% | 1% | -6%
Cn1c(=O)c2c(nc(NCCCN3CCOCC3)n2Cc2ccc(Cl)cc2)n(C)c1=O | -2% | -12% | -1% | -7% | -12% | 2% | 1% | -13%

# Limited to GAA spleen mod and Tau FP inhib, for 3 of the compounds above:
Structure	GAA spleen mod	Tau FP inhib
NC(=S)Nc1cnc2ccccc2c1	11%	-3%
CCN(CC)CCNC(=O)c1nn(C)c2c1CS(=O)(=O)c1ccccc1-2	·	-5%
CC1CCN(S(=O)(=O)N2CCC(C(=O)NCCN3CCOCC3)CC2)CC1	0%	4%

# More results follow:
# Below each compound – GAA glycogen | GAA inhib | Tau FP inhib | Tau fluor counter | HTT ATP protect | GAA spleen mod | GLA spleen mod | Tau fibril ThT
- O=C(COC(=O)c1ccc(O)cc1)Nc1ncc(Cl)cc1Cl
    7% | 9% | 1% | 1% | -29% | 3% | 13% | -3%
- c1ccc(-c2nnc3sc(-c4csc5c4CCCC5)nn23)cc1
    -1% | -3% | ? | -20% | -18%[10 µM] | -1% | -19% | ?
- O=C(CN1CCOCC1)NCc1ccccc1
    4% | -2% | 0% | -2% | -13% | -1% | 1% | -3%
- Cc1nc(N)sc1C(=O)N1N=N1
    -18% | -2%[15.4 µM] | -13% | -21% | 6%[10 µM] | 2% | 2% | ?
- O=C(CSc1cccc(C(F)(F)F)c1)NC(=O)NCc1ccco1
    1% | -8% | 3% | -9% | -12% | -19% | 3% | -12%
- c1cnc2ccc(C(c3nnnn3C3CCCC3)N3CCSCC3)cc2c1 (stereo not drawn)
    ? | 6% | 6% | -7% | 2%[10 µM] | -14% | 0% | -6%
- COc1cc2[nH]c(=O)n(CCCC(=O)NCc3ccccc3Cl)c(=O)c2cc1OC
    16%[76.3 µM] | · | -5% | 1% | · | · | · | -3%
- O=C(COC(=O)Cn1nnc2ccccc21)Nc1ccccc1Br
    6% | -7% | 4% | -2% | -8%[10 µM] | -5% | -16% | -3%
- CCOc1cc(C(=O)Nc2ccc(-c3nc4ncccc4o3)cc2C)cc(OCC)c1OCC
    6%[76.3 µM] | · | -2% | -14% | · | · | · | -11%
- O=C(C1=NNC2C(=O)N(c3ccccc3)C(=O)C12)c1nc(Cl)ccc1Cl (stereo not drawn)
    -19% | -9% | -7% | -7% | · | 1% | 0% | -5%
- Brc1cccc(OCCCN2CCCCCC2)c1
    -1% | 0% | 2% | 5% | · | -2% | -5% | 3%
- Cc1ccc(C(=O)c2c[nH]cc2-c2ccccc2)cc1
    -13% | 6% | -10% | -8% | 18%[10 µM] | -7% | -6% | 3%
- O=C(NCCNc1ccc([N+](=O)[O-])cc1C(F)(F)F)c1ccccc1F
    -13% | -14% | -6% | -14% | -15% | -1% | 5% | ?
- Cc1ccccc1OCCC(=O)OCC(=O)Nc1ccc(C(N)=O)cc1
    7% | -6% | -8% | -11% | 25%[10 µM] | 2% | -2% | -13%
- COC(=O)c1sccc1-n1cccc1C(=O)NCc1ccccc1
    1% | -10% | -5% | -7% | -4% | -3% | 5% | -9%
- CCCCN(C)S(=O)(=O)c1ccc(C(=O)Nc2nnc(CSC)o2)cc1
    1% | -2% | -2% | -4% | -66%[inhibitor] | -2% | -1% | -10%
- COc1cc(C2c3c([nH]c(=O)[nH]c3=O)Nc3ccc4ccccc4c32)cc(OC)c1OC (stereo not drawn)
    11% | 10% | 1% | ? | -25% | 3% | -9% | -16%
- c1ccc2c(c1)oc1c(Nc3ccc(CN4CCOCC4)cc3)ncnc12
    -6% | -1% | -3% | -12% | -110%[inhibitor][0.074 µM] | -3% | 3% | -13%
- CCOc1c2ccc(C(=O)NCC34CC5CC(CC(C5)C3)C4)cc2nn1CC
    -1% | ? | -3% | 1% | -17% | 1% | 15% | 1%
- CC(=O)N1CCN(C(=O)CCc2nc3ccccc3c(=O)[nH]2)CC1
    -11% | 2% | 3% | -4% | 9% | 1% | -4% | -7%
- Cc1cccc(NC(=O)CSc2ncc(-c3ccc(Br)cc3)[nH]2)c1
    -4%[76.3 µM] | · | ? | ? | · | · | · | -4%
- O=C(Nc1cccc(Br)c1)c1ccn[nH]1
    11% | 1% | -13% | -11% | -25% | -7% | -3% | -15%
